Rtt109 HAT inh = inhibitors of Candida albicans Rtt109/Vps75 histone acetyltransferase. Q5AAJ8. purified Rtt109/Vps75, ThioGlo CoA-SH fluorescence, 4 h. inhibition, % at 34.9 µM. hit rate 0.16% among 330,000;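 active = inhibition of at least 50% in every replicate; inconclusive = best replicate reaches 50% inhibition but some replicates fall short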
Target sequence (Q5AAJ8 whole entry, looked up): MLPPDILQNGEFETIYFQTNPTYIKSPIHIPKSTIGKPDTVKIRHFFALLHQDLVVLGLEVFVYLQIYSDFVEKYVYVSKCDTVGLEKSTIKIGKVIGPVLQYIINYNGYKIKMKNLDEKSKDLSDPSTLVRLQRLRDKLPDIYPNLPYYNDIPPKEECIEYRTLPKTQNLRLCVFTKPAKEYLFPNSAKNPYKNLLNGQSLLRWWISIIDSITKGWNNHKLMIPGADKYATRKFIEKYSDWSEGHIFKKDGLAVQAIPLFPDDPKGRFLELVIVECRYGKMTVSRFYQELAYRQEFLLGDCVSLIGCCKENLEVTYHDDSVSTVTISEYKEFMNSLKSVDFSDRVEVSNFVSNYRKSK
CAL PDZ FP-1 = blocks peptide binding to the human CAL PDZ domain | Q9HD26 | purified CAL PDZ, TMR-peptide fluorescence polarization, 1 h | inhibition, % at 24.9 µM | hit rate 0.92% among 300,000 | AID 602252;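 active = mean inhibition of at least 30% with at least half of replicates also reaching 30%; inconclusive = no clear call, values can overlap the other calls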;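 note: 0% = DMSO neutral control and 100% = excess unlabeled competitor peptide PRC23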
CAL PDZ FP-2 = human CAL PDZ-peptide interaction inhibition; Q9HD26; purified CAL PDZ, TMR-peptide fluorescence polarization, 1 h; inhibition, % at 20 µM; hit rate 0.02% among 330,000; AID 504414;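 active = highest replicate inhibition of at least 40%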;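 note: plate controls were DMSO neutral control wells for no effect and unlabeled competitor peptide control wells for full effect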
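Control set: unlabelled peptide and DMSO controls / Material: purified CerCALP PDZ construct / Timing: 1 h incubation at room temperature before polarization reading / Doses: 20 µM, one dose / Detection: fluorescence polarization (mP)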
MITF TRPM1 HTS = activators of MITF-driven TRPM1 promoter activity in SK-MEL-5 cells | SK-MEL-5 TRPM1-promoter luciferase, 24 h; % of positive control, neutral wells = 0 | activation, % at 12.5 µM | hit rate 0.75% among 300,000;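 active = mean activation of at least 80% with every replicate also reaching 80%; inconclusive = mean reaches 80% but some replicate falls short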;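 note: 0% = neutral control wells and 100% = parthenolide positive control wells; values of inactives mirror those of a sister screen read the other way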
SR-BI HDL uptake = blocks mouse SR-BI lipid uptake from DiI-HDL; Q61009; ldlA[mSR-BI] CHO cells, DiI-HDL uptake fluorescence, 3 h; inhibition, % at 12.5 µM; hit rate 0.96% among 320,000;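 active = mean replicate inhibition of at least 70% and a set share of replicates each scoring 70 or more; inconclusive = meets just one of the two criteria; inactive = fails both criteria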;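 note: 0% = median of neutral control wells and 100% = median of positive control wells; values of inactives mirror those of a sister screen read the other way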
PvdQ inh = P. aeruginosa PvdQ acylase inhibition. hit rate 0.063% among 340,000. inhibition, % at 10 µM. AID 488965. purified PvdQ acylase, fluorescence plate reader; in the data active = inhibition above about 30%, passing the limit was not always enough; inconclusive = no clear call, values can overlap the other calls;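 note: 0% = vehicle neutral wells and 100% = reference inhibitor wells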
PfHsp90 set2 = inhibits growth of yeast expressing Plasmodium falciparum Hsp90; inhibition, % at 9.4 µM; hit rate 0.32% among 310,000; AID 504621; S. cerevisiae expressing PfHsp90, BacTiter-Glo ATP, 48 h; yeast lacking PDR1 and PDR3 efflux regulators;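 active = every replicate shows inhibition above about 80%, whatever the replicate mean, limit read from the data; inconclusive = mean inhibition reaches the set limit but some replicate falls short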;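 note: 0% = DMSO neutral controls and 100% = 20 µM radicicol positive controls; yeast relying on Plasmodium falciparum Hsp90 in place of its own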
SR-BI DiI-HDL act = SR-BI HDL lipid transfer activation | hit rate 0.096% among 320,000 | activation, % at 12.5 µM | AID 504775 | CHO ldlA[mSR-BI] cells, DiI-HDL uptake fluorescence, 3 h; 100 = double the neutral-control signal;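 active = mean replicate activation of at least 60% and every replicate at or above 60%; inconclusive = mean or all-replicate condition met, but not both; inactive = mean below 60% and not all replicates reaching 60%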;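 note: 0% = median plate neutral-control signal and 100% = twice that signal; values of inactives mirror those of a sister screen read the other way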
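System: LDL receptor-deficient CHO ldlA cells overexpressing murine SR-BI | Timing: 3 h uptake period with compound, 37 °C | Medium: HEPES-buffered (25 mM, pH 7.4) F12 plus 0.5% BSA | Dosing: Single-point compound dose | Signal: Bottom-read fluorescence, 550/595 nm | Read-out: Retained DiI signal reflecting DiI-HDL uptake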
NSD2 inh = NSD2 (human) methyltransferase inhibition; O96028; NSD2 peptide methylation, AlphaScreen, 120 min; inhibition, % at 12.5 µM; hit rate 0.54% among 310,000; AID 743445; in the data active = inhibition above about 50%
dFosB act = mouse delta FosB homodimer activation | hit rate 0.99% among 340,000 | activation, % at 25 µM | AID 493131 | purified delta FosB, TAMRA-CDK5 oligo fluorescence polarization; percent of positive-control signal above neutral wells | P13346;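 active = mean activation above about 17%, with every replicate also reaching it, limit read from the data, passing the limit was not always enough; inconclusive = only one of the two conditions met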;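 note: fluorescence polarization rise as delta FosB binds a TAMRA Cdk5 AP-1 oligo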
Target sequence (P13346 whole entry, looked up): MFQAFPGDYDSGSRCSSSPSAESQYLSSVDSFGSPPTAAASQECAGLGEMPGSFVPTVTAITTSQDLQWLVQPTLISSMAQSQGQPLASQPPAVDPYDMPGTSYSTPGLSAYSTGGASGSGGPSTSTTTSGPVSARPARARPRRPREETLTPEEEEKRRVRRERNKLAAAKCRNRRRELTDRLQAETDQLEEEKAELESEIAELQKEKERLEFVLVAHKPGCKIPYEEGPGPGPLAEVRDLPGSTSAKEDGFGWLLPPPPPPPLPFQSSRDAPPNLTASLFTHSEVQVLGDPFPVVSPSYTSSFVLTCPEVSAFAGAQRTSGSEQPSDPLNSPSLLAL
Active calls of the source: *; ? = inconclusive; nt = no result given.

1. COCCN1Cc2cc3cc(C)ccc3nc2SC1=Nc1ccc(OC)cc1
2. CCOC(=O)C1=C(CC)Nc2ccccc2N=C1NC(=O)c1ccc(C)c(S(=O)(=O)N2CCOCC2)c1
3. O=C(COc1ccc(Cl)cc1)Nc1ccc(Cl)cn1
4. Cc1ccc(CNC(=O)CS(=O)Cc2nc(-c3ccccc3F)oc2C)cc1 (configuration not stated)
5. CCC(Oc1ccccc1)C(=O)Nc1cc(Cl)ccc1-n1cncn1 (configuration not stated)
6. Cc1cccc(N(C)Cc2nnc(-c3cccc(Br)c3)o2)c1
7. CCOC(=O)N1CCN(Cc2nc3cc(NC(=O)c4cccs4)ccc3n2C)CC1
8. COCCSc1ccccc1C(=O)Nc1nnc(COC)s1
9. N/C(=N\c1nc(CSc2ccc(Cl)cc2)cc(=O)[nH]1)Nc1cccc2ccccc12
10. Cc1ccc(S(=O)(=O)N(C)c2ccc(C(=O)N3CCc4ccccc4C3)cc2)cc1
Screen / compound no.	1	2	3	4	5	6	7	8	9	10
dFosB act	-9	-8	8	-15	-16	-3	-6	-6	2	-16
CAL PDZ FP-2	-2.2	-2.8	-0.9	-2.9	-2.1	-0.8	-3.5	-2.4	-1.6	-1.3
Rtt109 HAT inh	-19	15	0	-4	-8	-3	0	-1	-1	1
SR-BI HDL uptake	11	20	-13	2	-1	-11	6	-8	8	-6
SR-BI DiI-HDL act	-11	-20	13	-2	1	11	-6	8	-8	6
PvdQ inh	-14	-12	-3	-17	-15	-16	-6	0	-8	-12
CAL PDZ FP-1	2	-5	-3	-2	-4	-6	-2	nt	-3	nt
PfHsp90 set2	19	10	-16	-11	nt	-13	-24	nt	13	-5
NSD2 inh	-6	-1	-3	1	-2	-1	0	8	-2	-1
MITF TRPM1 HTS	17	9	67	-15	-4	-4	0	-9	-21	-7

11. Cc1ccc(C(=O)Nc2cccc(N(C)S(C)(=O)=O)c2)cc1S(=O)(=O)Nc1ccccc1
12. Cc1cccc(NC(=S)Nn2cnnc2)c1C
13. O=C(COc1ccc(Cl)cc1)Nc1cccc(-c2ccc3nncn3n2)c1
14. COc1ccc(CCNC(=O)c2ccc3ccccc3n2)cc1
15. CC1CCC(NC(=O)c2cc3c(s2)CCCC3)CC1 (configuration not stated)
16. CC1CCCCN1C(=O)C(Cc1ccccc1)N1C(=O)C2CCCCC2C1=O (configuration not stated)
17. CCCNC(=O)Nc1ccsc1C(=O)OC
18. O=C(C1CCN(S(=O)(=O)c2cccc3nsnc23)CC1)N1CCc2ccccc2C1
19. COc1cc(OC)cc(C(=O)NC2CC3CCC(C2)N3C)c1 (configuration not stated)
20. CC(C)CC(=O)NCC(C)NC(=O)CC(C)C (configuration not stated)
Screen / compound no.	11	12	13	14	15	16	17	18	19	20
dFosB act	-20	-1	-30	-13	-4	-5	-3	-6	-2	-5
CAL PDZ FP-2	-3.5	-1.4	-5.7	-1.2	-3.6	0.5	-2.3	-1.1	1.0	-0.7
Rtt109 HAT inh	8	1	4	2	-6	1	3	19	1	-3
SR-BI HDL uptake	17	-13	nt	-12	28	-40	-15	0	-32	-73
SR-BI DiI-HDL act	-17	13	nt	12	-28	40	15	0	32	73*
PvdQ inh	-6	-9	-9	-14	-6	-8	4	-2	13	6
CAL PDZ FP-1	-4	-1	1	-3	-2	-1	-2	-5	1	-1
PfHsp90 set2	-32	0	-54	-11	nt	-3	7	1	-1	-5
NSD2 inh	0	-3	-9	-9	-1	-2	1	nt	3	-2
MITF TRPM1 HTS	6	-2	3	1	100*	0	-4	7	-5	-3

A different layout for part of the listing above.
no. | compound | dFosB act | CAL PDZ FP-2 | Rtt109 HAT inh | SR-BI HDL uptake | SR-BI DiI-HDL act | PvdQ inh | CAL PDZ FP-1 | PfHsp90 set2 | NSD2 inh | MITF TRPM1 HTS
16 | CC1CCCCN1C(=O)C(Cc1ccccc1)N1C(=O)C2CCCCC2C1=O (configuration not stated) | -5 | 0.5 | 1 | -40 | 40 | -8 | -1 | -3 | -2 | 0
17 | CCCNC(=O)Nc1ccsc1C(=O)OC | -3 | -2.3 | 3 | -15 | 15 | 4 | -2 | 7 | 1 | -4
11 | Cc1ccc(C(=O)Nc2cccc(N(C)S(C)(=O)=O)c2)cc1S(=O)(=O)Nc1ccccc1 | -20 | -3.5 | 8 | 17 | -17 | -6 | -4 | -32 | 0 | 6

(continued)
21. Clc1ccccc1NCSC1=NCCS1
22. Cc1ccc(S(=O)(=O)CC(=O)N2CCN(c3cccc(C(F)(F)F)c3)CC2)cc1
23. COCCCNC(=O)Cc1coc2ccc3ccccc3c12
24. COc1cccc(NC(=O)c2cc(-c3ccco3)nc3ccccc23)c1
25. N#CC1=C(N)Oc2cc(N)ccc2C1c1cccnc1 (configuration not stated)
26. Cc1ccc(-c2csc(NC(=O)C3=COCCO3)n2)cc1C
27. Cc1cc(N2CCN(S(=O)(=O)c3ccc4c(c3)OCCO4)CC2)n2ncnc2n1
28. CCOC(=O)N1CCC(NC(=O)CCc2c(C)nc3c(c(C)nn3-c3ccccc3)c2C)CC1
29. CN(C)S(=O)(=O)c1ccc(NC(=S)NC(=O)Cc2ccccc2)cc1
30. Cc1cc(/C=C(\C#N)C(=O)NC2CCCCCC2)c(C)[nH]1
Screen / compound no.	21	22	23	24	25	26	27	28	29	30
dFosB act	-1	-13	-7	1	-7	7	-8	-12	7	3
CAL PDZ FP-2	-0.7	-2.3	0.7	-1.2	-0.4	-3.1	-1.9	-2.2	-0.8	-1.8
Rtt109 HAT inh	2	6	7	3	-5	4	-2	16	4	-15
SR-BI HDL uptake	-4	-16	-12	31	-12	18	-17	-3	5	0
SR-BI DiI-HDL act	4	16	12	-31	12	-18	17	3	-5	0
PvdQ inh	5	-16	1	4	-15	3	-5	11	-2	2
CAL PDZ FP-1	-6	-2	-4	-1	-2	-3	-6	nt	1	-2
PfHsp90 set2	nt	-20	-8	-9	40	-1	-15	-3	10	14
NSD2 inh	3	0	3	0	-1	1	1	nt	-6	0
MITF TRPM1 HTS	16	0	-12	-4	-9	29	-9	-14	-5	51

Quoted from the listing.
MITF TRPM1 HTS with compound 24 = -4
SR-BI DiI-HDL act with compound 4 = -2
CAL PDZ FP-2 with compound 19 = 1.0
Rtt109 HAT inh with compound 8 = -1

More records follow.
31. Cc1cc(C)n(-c2ccc(C(=O)Nc3cccc(S(=O)(=O)N(C)C)c3)cc2)n1
32. CC(=O)OC1COC(N2CCc3ccccc32)C(OC(C)=O)C1OC(C)=O (configuration not stated)
33. COc1ccc(NC(=O)NCCN2CCN(c3ccc(C)cc3)CC2)c(Cl)c1
34. CCc1ccc(-c2cc(N)n(-c3ccccc3)n2)cc1
35. COc1cc(SC)ccc1C(=O)N1CCCc2ccccc21
36. CC(C)(C)OC(=O)NOCC(=O)N(CC(=O)c1ccccc1)Cc1ccccc1
37. CCc1ccc(-c2nc(SCC(=O)N3CCOCC3)n[nH]2)cc1
38. CCCC(=O)Nc1nc(C)c(-c2csc(Nc3cc(OC)ccc3OC)n2)s1
39. COc1cccc(OC)c1OCCOc1ccc(C(=O)c2ccccc2)cc1
40. O=C(Nc1cccc(S(=O)(=O)N2CCCCCC2)c1)c1cncc(Br)c1
Screen / compound no.	31	32	33	34	35	36	37	38	39	40
dFosB act	-11	3	-2	-1	-12	4	-7	-2	0	-6
CAL PDZ FP-2	-3.3	-0.1	-0.8	-0.2	-0.1	-1.0	-2.4	0.7	-2.8	-2.1
Rtt109 HAT inh	1	-2	5	25	-6	-1	-2	-4	-8	2
SR-BI HDL uptake	26	2	41	12	31	-23	-4	94*	13	48
SR-BI DiI-HDL act	-26	-2	-41	-12	-31	23	4	-94	-13	-48
PvdQ inh	-7	15	-11	6	-14	-5	-7	-12	-16	-8
CAL PDZ FP-1	-1	1	1	-6	-1	1	-3	-1	-4	-3
PfHsp90 set2	4	2	9	-75	5	2	10	-12	-17	nt
NSD2 inh	-4	2	4	-2	-2	nt	40	nt	nt	nt
MITF TRPM1 HTS	-11	-13	nt	55	nt	10	1	-7	-1	-6

41. O=C(CS(=O)(=O)c1ccccc1)Nc1nnc(-c2cccs2)o1
42. O=C(O)c1ccccc1C(=O)c1ccc(F)c(F)c1
43. Cc1cccc(C)c1NC(=O)CNC(=O)CCC(=O)c1cccs1
44. O=C(c1ccc(Br)o1)N1CCN(c2ccccn2)CC1
45. COc1ccc(-n2c(=S)[nH]c3c(sc(=S)n3-c3ccccc3)c2=O)c(OC)c1
46. COC(=O)Nc1ccccc1C(=O)N1CCCCC1
47. O=C(CCSc1ccc(Cl)cc1)NCc1ccccn1
48. O=C(CCCCCN1C(=O)c2ccccc2C1=O)Nc1nccs1
49. CCCCC1CCC(C(=O)OC(C)C(=O)Nc2ccc(NC(C)=O)cc2)CC1 (configuration not stated)
50. CC(=O)C1=C(C)OC(N)=C(C#N)C1c1cccnc1 (configuration not stated)
Screen / compound no.	41	42	43	44	45	46	47	48	49	50
dFosB act	-1	0	-5	-1	-6	5	3	4	-9	2
CAL PDZ FP-2	-2.4	0.3	-2.6	-1.3	nt	1.4	-2.4	0.6	-1.3	0.6
Rtt109 HAT inh	-2	-7	-3	11	-3	2	-4	-15	-5	0
SR-BI HDL uptake	-29	-20	-14	28	-4	-21	-14	-6	16	-20
SR-BI DiI-HDL act	29	20	14	-28	4	21	14	6	-16	20
PvdQ inh	-5	-12	-5	16	-7	3	-2	-9	-4	-2
CAL PDZ FP-1	-4	-1	-3	-2	-7	0	-8	nt	2	nt
PfHsp90 set2	3	21	1	6	5	-14	-1	-4	-23	-11
NSD2 inh	-1	nt	-1	-1	0	-1	-5	-5	0	-9
MITF TRPM1 HTS	2	1	15	nt	-6	nt	1	14	11	-5

51. CCOc1ccc(C2NC(=O)C(C#N)=C(S)N2c2ccc(C)cc2)cc1OC (configuration not stated)
52. CC(C)(C)NC(=O)COc1ccc(CNc2ncn[nH]2)cc1
53. O=C(NC1c2ccccc2-c2ccccc21)N1CCCCC1
54. O=C(CCN1CCN(c2ccccc2F)CC1)Nc1ccc(F)cc1
55. CCOC(=O)Cc1nnn(CC(=O)OCC)n1
56. CCOc1ccc(-n2c(SCC(=O)Nc3cc(OC)c([N+](=O)[O-])cc3C)nc3ccccc32)cc1
Screen / compound no.	51	52	53	54	55	56
dFosB act	-6	2	-3	-2	-3	-8
CAL PDZ FP-2	-1.4	-0.5	-0.5	-0.3	-0.3	-3.7
Rtt109 HAT inh	?	10	6	12	13	nt
SR-BI HDL uptake	7	-39	14	4	-25	82*
SR-BI DiI-HDL act	-7	39	-14	-4	25	-82
PvdQ inh	-9	-5	11	-14	8	-7
CAL PDZ FP-1	-5	6	-2	-7	0	0
PfHsp90 set2	9	-28	-5	-13	-20	-6
NSD2 inh	6	0	nt	4	-2	-2
MITF TRPM1 HTS	-4	-12	-6	nt	0	-8
